TDP1 block: qHTS Assay for Inhibitors of Tyrosyl-DNA Phosphodiesterase (TDP1). Potency, µM (top dose mostly 130 µM), without a hit: at the highest dose activity change, negative = inhibition, actives largely listed as inhibitors. recombinant TDP1, AlphaScreen DNA substrate cleavage. Tyrosyl-DNA phosphodiesterase 1 (Homo sapiens), Q9NUW8. hit rate 0.28% among 350,000; note: nearly all actives have a fitted effect of over 40% in size
Target sequence (Q9NUW8 whole entry, looked up): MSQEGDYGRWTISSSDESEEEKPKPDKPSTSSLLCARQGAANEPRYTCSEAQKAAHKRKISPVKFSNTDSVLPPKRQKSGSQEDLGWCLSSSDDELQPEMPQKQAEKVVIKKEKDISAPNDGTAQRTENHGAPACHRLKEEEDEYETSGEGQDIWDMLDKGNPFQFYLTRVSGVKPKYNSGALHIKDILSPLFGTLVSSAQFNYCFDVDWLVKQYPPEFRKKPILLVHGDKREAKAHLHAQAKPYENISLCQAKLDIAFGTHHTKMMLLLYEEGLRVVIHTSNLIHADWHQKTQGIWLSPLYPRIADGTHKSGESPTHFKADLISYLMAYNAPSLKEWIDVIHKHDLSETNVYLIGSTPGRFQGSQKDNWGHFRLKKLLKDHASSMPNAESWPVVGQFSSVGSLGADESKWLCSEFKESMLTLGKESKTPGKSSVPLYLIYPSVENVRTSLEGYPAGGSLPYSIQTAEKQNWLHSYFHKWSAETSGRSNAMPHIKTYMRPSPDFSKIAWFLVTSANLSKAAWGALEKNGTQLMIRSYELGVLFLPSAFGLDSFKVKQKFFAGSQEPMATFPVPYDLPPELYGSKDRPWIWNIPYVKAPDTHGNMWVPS
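Steps: enzyme plus compound, 15 min RT; add biotin/phosphotyrosine-FITC oligonucleotide (15 nM final), react 5 min; add donor/acceptor beads (10 ug/ml final), 10 min; read AlphaScreen. Tdp1 at 1 nM final.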
TDP1 cell CPT: qHTS for Inhibitors of human tyrosyl-DNA phosphodiesterase 1 (TDP1): qHTS in cells in presence of CPT | hit rate 12% among 420,000 | Potency, µM (top dose mostly 46.2 µM), for the others: at the top dose activity change, negative = growth inhibition, hits mostly inhibitors | chicken DT40 Tdp1-/-;hTDP1 cells + 20 nM CPT, ATP luminescence, 48 h | AID 686979, 2013; note: nearly all actives have a fitted effect of over 55% in size
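Chicken DT40 Tdp1-/- cells complemented with human TDP1, 400 cells/well, exposed to compounds plus 20 nM camptothecin for at least 48 h at 37 C; viability read as ATP content by CellTiter-Glo luminescence.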
TDP1 cell noCPT: qHTS for Inhibitors of human tyrosyl-DNA phosphodiesterase 1 (TDP1): qHTS in cells in absence of CPT; DT40 Tdp1-/- hTDP1 cells, no CPT, ATP luminescence, 48 h; Potency, µM (top dose mostly 46.2 µM), inactives show top-dose activity change, negative = growth inhibition, actives largely listed as inhibitors; hit rate 15% among 420,000; AID 686978, 2013; note: nearly all actives have a fitted effect of over 55% in size
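Seeded 400 DT40-hTDP1 cells/well (vehicle DMSO, no 20 nM CPT); pinned compounds; ≥48 hr at 37 °C; CellTiter-Glo luminescence as viability measure.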
Starred values were filed as active, the others as inactive; ? = inconclusive; · = no result given; & = joins results of further samples; [ ] = another dose, or the depositor's remark. Calls come from the whole dose curve; as a rule, active = well fitted curve in the direction sought with a large enough effect; inconclusive = small, poorly fitted or top-dose-only effect, or another doubt; inactive = no such curve, though single readings can be large; an effect the other way counts as inactive or inconclusive. % is set by controls: 0 for no effect and ±100 for the full control effect; potency is the fitted concentration of half-maximal effect.

Values run as follows: TDP1 block	TDP1 cell CPT	TDP1 cell noCPT
1) COc1ccc(-c2cc3nc(C)c(CCC(=O)NC(C)CCc4ccco4)c(C)n3n2)c(OC)c1 (centres undefined)
    -2%	?	?
2) CCOC(=O)c1ccc(CNC(=O)C2CCC(=O)N(Cc3cccc(OC)c3)C2)o1 (centres undefined)
    6%	-12%	-1%
3) Cc1ccc(-n2c(=O)c3c(n4cnnc24)-c2ccccc2CC32CCCCC2)cc1
    -2%	-20%	?
4) CS(=O)(=O)N(CC(=O)N1CCCC1)c1cc(Cl)ccc1Cl
    ·	3%	-20%
5) O=c1cc(CN2CCN(c3ccccc3F)CC2)c2cc(O)c(-c3ccccc3)cc2o1
    4%	?	6.5µM*
6) CCn1nc(CC(C)C)cc1C(=O)N1CCCC(Nc2ccc(OC)cc2)C1 (centres undefined)
    5%	?	?
7) NC(=S)Nc1ccc2cc[nH]c2c1
    0%	7%	-2%
8) O=C(Nc1ccc2c(c1)OCO2)C1CCN(Cc2cc3c(cc2O)OCO3)CC1
    3%[0.0935 µM]	-17%	?
9) O=C(NC(=S)Nc1ccccc1N1CCOCC1)c1ccc(-c2cc(Cl)ccc2Cl)o1
    2%	?	23µM*
10) CCc1cccc(C)c1NC(=O)CN(C)Cc1ccc(Br)cc1
    1%	21µM*	?
11) C#CCn1c(=NC(=O)CSC(C)=O)sc2cc(F)ccc21
    ·	10µM*	21µM*
12) CCn1cc(C(=O)NCc2ccccc2Cl)cn1
    0%	22%	-23%
13) COc1ccccc1-c1cc2nc(-c3ccccc3)cc(N3CCN(C(=O)c4ccco4)CC3)n2n1
    ·	12µM*	6.5µM*
14) CCC(=O)NNc1ncnc2c1cnn2-c1cccc(C)c1
    6%	-20%	-19%
15) COC(=O)c1ccccc1NC(=O)COC(=O)c1ccc(C)c(NC(=O)c2ccco2)c1
    4%	?	?
16) COc1ccc(CN2C(=O)CSCC2(C)C(=O)NCc2ccccc2)cc1OC (centres undefined)
    ·	4%	?
17) O=C(CCN1C(=O)[C@@H]2Cc3ccccc3CN2C1=O)NCc1ccc(Cl)cc1
    2%	?	?
18) COc1ccc(CCNC(=O)Cn2nc(C)n3nc(-c4ccccc4)cc3c2=O)cc1OC
    2%	?	-8%
19) Cc1cc(F)ccc1NS(=O)(=O)c1c(C(=O)N2CCOCC2)c(C)n(C)c1C
    7%	-1%	-4%
20) OC(c1ccc(F)c(F)c1)c1nc(-c2ccc(F)c(Cl)c2)cs1 (centres undefined)
    ·	?	-29%
21) O=c1[nH]c2ccc(NC(=S)NCc3ccccc3)cc2[nH]1
    ·	1%	-11%
22) CCCn1c(=O)[nH]c(=O)c2c1nc(-c1cc([N+](=O)[O-])ccc1Cl)n2CCOC
    ·	0%	-15%
23) O=C(NCc1ccc(F)cc1Cl)c1ccc(CSCc2ccccc2Cl)o1
    3%	?	?
24) COc1ccc(CC(=O)NCCS(=O)(=O)N2CCN(c3ccccc3OC)CC2)cc1
    ·	29µM*	?
25) CCC(Cc1ccccc1)NCc1c(C(=O)O)c(C)n(Cc2ccccc2)c1C (centres undefined)
    0%	-6%	-1%
26) Cc1ccnc(SCc2cc(=O)c(OC(=O)c3ccccc3)co2)n1
    2%	-4%	-20%
27) CCCCn1c(N)c(N(CCC(C)C)C(=O)CN2C(=O)C3CCCCC3C2=O)c(=O)[nH]c1=O (centres undefined)
    2%	-22%	-4%
28) Cc1cc(=O)nc2c3ccccc3n(CC(=O)NC(C)c3ccc4c(c3)OCCO4)n12 (centres undefined)
    5%	?	-17%
29) COc1ccccc1N(CC(=O)NC1CCCC1)S(=O)(=O)c1cccc(C(F)(F)F)c1
    -1%	?	-8%
30) CCCC(=O)N1CCN(c2ccc(NC(=S)NC(=O)CC)cc2)CC1
    2%	-19%	-11%

Structural class, those above with a furan ring, fused or not
Values run as follows: TDP1 block	TDP1 cell CPT	TDP1 cell noCPT
1) COc1ccc(-c2cc3nc(C)c(CCC(=O)NC(C)CCc4ccco4)c(C)n3n2)c(OC)c1 (centres undefined)
    -2%	?	?
2) CCOC(=O)c1ccc(CNC(=O)C2CCC(=O)N(Cc3cccc(OC)c3)C2)o1 (centres undefined)
    6%	-12%	-1%
9) O=C(NC(=S)Nc1ccccc1N1CCOCC1)c1ccc(-c2cc(Cl)ccc2Cl)o1
    2%	?	23µM*
13) COc1ccccc1-c1cc2nc(-c3ccccc3)cc(N3CCN(C(=O)c4ccco4)CC3)n2n1
    ·	12µM*	6.5µM*
15) COC(=O)c1ccccc1NC(=O)COC(=O)c1ccc(C)c(NC(=O)c2ccco2)c1
    4%	?	?
23) O=C(NCc1ccc(F)cc1Cl)c1ccc(CSCc2ccccc2Cl)o1
    3%	?	?

Carrying on.
Values run as follows: TDP1 block	TDP1 cell CPT	TDP1 cell noCPT
31) COc1cccc(Cn2cc(/C=N/NC(=O)c3cc(O)cc(O)c3)c3ccccc32)c1
    8%	?	?
32) O=C(O)c1ccccc1C(=O)NCCc1c(C(=O)O)[nH]c2ccc(Cl)cc12
    ·	3%	29%
33) C#CCn1c(=NC(=O)c2cc(Cl)sc2Cl)sc2cc(S(N)(=O)=O)ccc21
    1%	-20%	-16%
34) C/C(O)=C(\N=Nc1cc(C)ccc1O)C(N)=O
    8%	?	21µM*
35) COc1ccc(NCC(=O)N/N=C2\CCCC(C)C2)cc1 (centres undefined)
    7%	19%	2%
36) Cc1c(C(=O)OC2CCC(C)CC2)[nH]c2c1C(=O)CCC2 (centres undefined)
    0%	?	?
37) COc1ccc(N2CCN(C(c3ccccc3OC)c3nnnn3C3CCCC3)CC2)cc1 (centres undefined)
    8%	23µM*	21µM*
38) CCC(C)c1ccc(NC(=O)COc2c(F)c(F)c(C(F)(F)F)c(F)c2F)cc1 (centres undefined)
    1%	?	?
39) CC(C)NC(=O)CN1CCC(c2nc3ccccc3[nH]2)CC1
    4%	-5%	1%
40) CC1(C)NC(=O)N(CC(=O)N2CCN(c3cccc(Cl)c3)CC2)C1=O
    1%	?	-2%
41) O=C(COc1ccc2c(-c3ccccc3)cc(=O)oc2c1)NCCN1CCOCC1
    3%	?	-14%
42) CCN(CC)S(=O)(=O)c1cccc(NC(=O)COc2ccc(Cl)cc2Br)c1
    -1%	?	?
43) Cn1nc(-c2ccccc2)c(N2CCCCC2)cc1=O
    -2%	-4%	?
44) CCc1ccc(-c2nn(CC(=O)Nc3ccccc3)c3c2cnc2ccc(F)cc23)cc1
    2%	-27%	-19%
45) COc1cc(OC)c(OC)cc1CN1CCCC(C(=O)c2ccc3c(c2)OCO3)C1 (centres undefined)
    0%	-21%	-7%
46) O=S(=O)(Nc1ccncc1)c1cc(Cl)ccc1Cl
    ·	-3%	0%
47) COc1ccc(C(CC(=O)N2CCCC2)c2c(OC)cc(OC)c3c(-c4ccccc4)cc(=O)oc23)cc1 (centres undefined)
    7.9µM*	?	16µM*
48) Cn1c(N2CCCC2)nc2c1c(=O)n(Cc1ccc(Cl)cc1)c(=O)n2C
    2%	?	?
49) CCOC(=O)N1CCC(NC(=O)c2ccc3nc(N4CCOCC4)sc3c2)CC1
    1%	-6%	-11%
50) COc1cc(OC)cc(C(=O)Nc2ccc3nc4n(c(=O)c3c2)CCCCC4)c1
    2%&0%	?	12µM*
51) O=C(CCN1CCN(c2ccccc2)CC1)NNC(=O)Cc1c(F)cccc1Cl
    -5%	-11%	-16%
52) COc1ccc2c(c1)CC(C(=O)NCCCN1CCN(c3cccc(Cl)c3)CC1)CO2 (centres undefined)
    7%	18µM*	18µM*
53) N#CCn1cnc2c(oc3ccccc32)c1=O
    1%	22%	-13%
54) C=CCN(CCNP(=O)(OCC)OCC)CP(=O)(OCC)OCC
    ·	-10%	-10%
55) CC(NC(=O)c1cccs1)C(c1cccs1)N1CCN(Cc2ccccc2)CC1 (centres undefined)
    4%	?	?
56) Cc1ccc(CN2C3=NC(=O)CN3c3ccccc32)cc1
    5%	1%	-5%
57) O=c1cnc2cnc(Oc3ccccc3)nc2n1Cc1ccc(F)cc1
    ·	?	?
58) CCCCn1nnc(NC(=O)COc2cc(C)ccc2C(C)C)n1
    0%	-16%	-23%
59) COC(=O)c1ccc(SC2CCCCC2)c([N+](=O)[O-])c1
    11%	-4%	-18%
60) CCN(CC)CCN(C(=O)c1ccc2c(c1)CCCC2)c1nc2ccc(C)cc2s1
    11%	?	23µM*

3 entries from above, ordered by formula weight, descending:
Values run as follows: TDP1 block	TDP1 cell CPT	TDP1 cell noCPT
33) C#CCn1c(=NC(=O)c2cc(Cl)sc2Cl)sc2cc(S(N)(=O)=O)ccc21
    1%	-20%	-16%
44) CCc1ccc(-c2nn(CC(=O)Nc3ccccc3)c3c2cnc2ccc(F)cc23)cc1
    2%	-27%	-19%
57) O=c1cnc2cnc(Oc3ccccc3)nc2n1Cc1ccc(F)cc1
    ·	?	?

The list continues.
Values run as follows: TDP1 block	TDP1 cell CPT	TDP1 cell noCPT
61) CCOc1ccccc1NC(=O)Cn1ncc2c(=O)oc3ccc(C)cc3c21
    -1%	-5%	-14%
62) Clc1ccc(Cn2ccc3ccccc32)cn1
    -1%	-18%&18%	-22%&-6%
63) CNc1ncc(-c2nnnn2-c2ccccc2)c(-c2ccccc2)n1
    -3%	?	?
64) CC1CCC(NC(=O)C2CC(O)CN2S(=O)(=O)c2ccc([N+](=O)[O-])cc2)CC1 (centres undefined)
    0%	-7%	-8%
65) CCCN(CCC)Cc1cc(=O)oc2cc(C)cc(C)c12
    ·	?	?
66) O=C(c1ccco1)N1CCN(S(=O)(=O)c2ccc(S(=O)(=O)NC3CCCCC3)cc2)CC1
    5%	-9%	-7%
67) CC1CCC2(OC1)OC1CC3C4CC[C@@H]5CC(O)CC[C@@]5(C)C4CC(=O)[C@]3(C)C1C2C (some centres undefined)
    6%[56.1 µM]	-18%	-23%
68) Cc1ccc(CN2CCSc3ccc(C(=O)NC4CCCC4)cc32)cc1
    -3%	16µM*	?
69) CCCOc1cccc(OCC(=O)Nc2nc3ccccc3[nH]2)c1
    0%	?	?
70) Cc1ccc(C(=O)N[C@H](C(=O)NC2CCCCCCC2)C(C)C)cc1
    2%	-6%	-3%
71) Cc1ccc(/C=C/C(=O)OC(C)C(=O)NC2CCCCC2C)o1 (centres undefined)
    ·	-19%	?
72) CC(=O)c1ccc(OCCOc2ccc([N+](=O)[O-])cc2)cc1
    5%	?	?
73) Cc1cc(C)cc(NC(=O)CN2C(=O)c3ccccc3Sc3ncccc32)c1
    3%	?	?
74) COc1ccc(S(=O)(=O)NCc2cccnc2)c(Cl)c1Cl
    ·	10%	13%
75) O=C(NCc1ccccc1)N1CCN(c2ccc(F)cc2)CC1
    3%	18µM*	15µM*
76) COc1ccc(CC(NC(C)=O)C(=O)NC2CCN(C(=O)Nc3ccccc3C)CC2)cc1OC (centres undefined)
    ·	-9%	22%
77) O=C(NN1C(=O)C2C(c3ccccc3)C=CC(c3ccccc3)C2C1=O)c1ccccc1 (centres undefined)
    5%	15%	-7%
78) Cc1ccc(S(=O)(=O)N2C[C@H]3[C@H]4C(=O)N(c5ccccc5)C(=O)[C@H]4CC(=O)[C@H]3[C@@H]2c2ccc(Cl)cc2)cc1
    ·	-5%	-3%
79) Cc1sc2nc(CSc3ccccc3)nc(NCCN(C)C)c2c1C
    3%	?	?
80) O=C1c2ccccc2C2=Nc3ccccc3SC(c3ccc(Cl)cc3)C12 (centres undefined)
    11%	?	?
81) COc1ccc(-c2nnc3sc(-c4ccccc4OC)nn23)cc1
    1%	-20%	?
82) O=C(NC1CC1)c1cc(-c2ccc(Br)cc2)nc2ccccc12
    0%	?	15µM*
83) CCc1ccccc1OCC(=O)Nc1cccc(S(=O)(=O)N2CCCC2)c1
    0%	?	16µM*
84) CCc1ccc(C2CC(c3ccccc3)Nc3nc(N)nn32)cc1 (centres undefined)
    ·	-6%	-19%
85) COc1ccc(NC(=O)N(C)C[C@@H]2OCc3cnnn3CCCC(=O)N([C@@H](C)CO)C[C@H]2C)cc1
    ·	-4%	-23%
86) Cc1nc(C(F)(F)F)ccc1C(=O)NN1CCOCC1
    ·	16%	1%

Profiles as entered above:
Profile of CCc1ccccc1OCC(=O)Nc1cccc(S(=O)(=O)N2CCCC2)c1 → TDP1 block: 0%; TDP1 cell CPT: ?; TDP1 cell noCPT: 16µM*
Profile of Cc1ccc(C(=O)N[C@H](C(=O)NC2CCCCCCC2)C(C)C)cc1 → TDP1 block: 2%; TDP1 cell CPT: -6%; TDP1 cell noCPT: -3%

Taken from above.
cpd 67 @ TDP1 cell CPT: -18%
cpd 77 @ TDP1 cell noCPT: -7%
cpd 71 @ TDP1 cell CPT: -19%
cpd 83 @ TDP1 cell noCPT: 16µM*
